# MLLE-PAM2 inh – blocks PAM2 peptide binding to the PABP1 MLLE domain. P11940. GST-MLLE / FITC-PAM2 fluorescence polarization. inhibition, % at 20 µM. actives 0.36% (n = 360,000); in the data active = inhibition above about 35%, passing the limit was not always enough;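 note: plate controls were DMSO wells with GST-MLLE for no effect and wells lacking GST-MLLE protein for full effect; some results filed as inactive read as strong as hits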
# MsrA inh – inhibitors of bovine MsrA. purified bovine MsrA, absorbance read-out. inhibition, % at 15.5 µM. actives 0.75% (n = 360,000). AID 651718; in the data active = inhibition above about 4.5%;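 note: 0% = vehicle wells with enzyme and 100% = reference inhibitor wells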
# bovine MsrA act – activators of bovine methionine sulfoxide reductase A | AID 602163 | purified bovine MsrA, absorbance read-out | activation, % at 10.6 µM | actives 0.3% (n = 360,000); in the data active = activation above about 7.5%;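 note: 0% = vehicle and 100% = reference activator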
# eLon inh – inhibitors of E. coli Lon protease; P0A9M0; purified E. coli Lon protease, fluorescence polarization; inhibition, % at 7.94 µM; actives 0.42% (n = 360,000); AID 602123; in the data active = inhibition above about 13%, passing the limit was not always enough;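 note: 0% = enzyme with probe and DMSO and 100% = no enzyme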
# CSN deneddyl inh – blocks human CSN-mediated cullin deneddylation; inhibition, % at 12.5 µM; actives 0.38% (n = 360,000); Purified CSN, SCF-Nedd8-OG deneddylation, fluorescence polarization; Q92905; AID 651999;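 active = pattern-corrected inhibition above about 35%, with an unprinted fluorescence ratio check between 0.5 and 1.5, limit read from the data, passing the limit was not always enough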;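 note: 0% = enzyme with substrate and 100% = substrate without enzyme; some results filed as inactive read as strong as hits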
#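 Material: human Csn5 produced in HEK293T cells; Input: enzyme 0.24 nM; Reagent: SCFSkp2-Nedd8OG substrate at 10 nM final; Dosing: 12.5 µM compound; Incubation: 90 min reaction at room temperature; Detection: fluorescence polarization of the substrate; Evaluation: % inhibition of substrate cleavage by Csn5; Control set: substrate-only high control, full reaction low control.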
# Rin1 Abl inh – blocks binding of human Rin1 to Abl | TR-FRET Rin1/Abl binding, biochemical | inhibition, % at 7.35 µM | actives 0.4% (n = 360,000) | AID 588664; in the data active = inhibition above about 5%, passing the limit was not always enough
# TbMetRS inhib – blocks T. brucei methionyl-tRNA synthetase activity. AID 624268. inhibition, % at 11.9 µM. actives 0.4% (n = 360,000). purified T. brucei MetRS, ATP depletion, Kinase-Glo luminescence;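 active = inhibition above a per-plate cutoff of the control wells' mean inhibition plus 3 SD, cut at about 5.5% in these data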;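 note: 0% = DMSO wells median and 100% = median of wells with control inhibitor compound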
#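 Material: T. brucei methionyl-tRNA synthetase, purified; reagent: substrates ATP, L-methionine and bulk Escherichia coli tRNA; dosing: 11.9 µM single point; timing: 15 min plus 2 h at 25 °C; detection: luminescence of leftover ATP; evaluation: % inhibition; control set: DMSO-only wells as low control; replicates: singlicate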
# FAS-TE inh – FAS thioesterase (human) inhibition; P49327; recombinant FAS-TE, OMFH fluorogenic substrate, fluorescence endpoint; inhibition, % at 15 µM; actives 0.67% (n = 360,000);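 active = compounds whose normalised, plate-corrected inhibition of enzyme fluorescence in the single-dose primary screen is 50% or more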;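 note: 0% = DMSO with enzyme and 100% = substrate without enzyme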
# Target sequence (P49327 whole entry, looked up): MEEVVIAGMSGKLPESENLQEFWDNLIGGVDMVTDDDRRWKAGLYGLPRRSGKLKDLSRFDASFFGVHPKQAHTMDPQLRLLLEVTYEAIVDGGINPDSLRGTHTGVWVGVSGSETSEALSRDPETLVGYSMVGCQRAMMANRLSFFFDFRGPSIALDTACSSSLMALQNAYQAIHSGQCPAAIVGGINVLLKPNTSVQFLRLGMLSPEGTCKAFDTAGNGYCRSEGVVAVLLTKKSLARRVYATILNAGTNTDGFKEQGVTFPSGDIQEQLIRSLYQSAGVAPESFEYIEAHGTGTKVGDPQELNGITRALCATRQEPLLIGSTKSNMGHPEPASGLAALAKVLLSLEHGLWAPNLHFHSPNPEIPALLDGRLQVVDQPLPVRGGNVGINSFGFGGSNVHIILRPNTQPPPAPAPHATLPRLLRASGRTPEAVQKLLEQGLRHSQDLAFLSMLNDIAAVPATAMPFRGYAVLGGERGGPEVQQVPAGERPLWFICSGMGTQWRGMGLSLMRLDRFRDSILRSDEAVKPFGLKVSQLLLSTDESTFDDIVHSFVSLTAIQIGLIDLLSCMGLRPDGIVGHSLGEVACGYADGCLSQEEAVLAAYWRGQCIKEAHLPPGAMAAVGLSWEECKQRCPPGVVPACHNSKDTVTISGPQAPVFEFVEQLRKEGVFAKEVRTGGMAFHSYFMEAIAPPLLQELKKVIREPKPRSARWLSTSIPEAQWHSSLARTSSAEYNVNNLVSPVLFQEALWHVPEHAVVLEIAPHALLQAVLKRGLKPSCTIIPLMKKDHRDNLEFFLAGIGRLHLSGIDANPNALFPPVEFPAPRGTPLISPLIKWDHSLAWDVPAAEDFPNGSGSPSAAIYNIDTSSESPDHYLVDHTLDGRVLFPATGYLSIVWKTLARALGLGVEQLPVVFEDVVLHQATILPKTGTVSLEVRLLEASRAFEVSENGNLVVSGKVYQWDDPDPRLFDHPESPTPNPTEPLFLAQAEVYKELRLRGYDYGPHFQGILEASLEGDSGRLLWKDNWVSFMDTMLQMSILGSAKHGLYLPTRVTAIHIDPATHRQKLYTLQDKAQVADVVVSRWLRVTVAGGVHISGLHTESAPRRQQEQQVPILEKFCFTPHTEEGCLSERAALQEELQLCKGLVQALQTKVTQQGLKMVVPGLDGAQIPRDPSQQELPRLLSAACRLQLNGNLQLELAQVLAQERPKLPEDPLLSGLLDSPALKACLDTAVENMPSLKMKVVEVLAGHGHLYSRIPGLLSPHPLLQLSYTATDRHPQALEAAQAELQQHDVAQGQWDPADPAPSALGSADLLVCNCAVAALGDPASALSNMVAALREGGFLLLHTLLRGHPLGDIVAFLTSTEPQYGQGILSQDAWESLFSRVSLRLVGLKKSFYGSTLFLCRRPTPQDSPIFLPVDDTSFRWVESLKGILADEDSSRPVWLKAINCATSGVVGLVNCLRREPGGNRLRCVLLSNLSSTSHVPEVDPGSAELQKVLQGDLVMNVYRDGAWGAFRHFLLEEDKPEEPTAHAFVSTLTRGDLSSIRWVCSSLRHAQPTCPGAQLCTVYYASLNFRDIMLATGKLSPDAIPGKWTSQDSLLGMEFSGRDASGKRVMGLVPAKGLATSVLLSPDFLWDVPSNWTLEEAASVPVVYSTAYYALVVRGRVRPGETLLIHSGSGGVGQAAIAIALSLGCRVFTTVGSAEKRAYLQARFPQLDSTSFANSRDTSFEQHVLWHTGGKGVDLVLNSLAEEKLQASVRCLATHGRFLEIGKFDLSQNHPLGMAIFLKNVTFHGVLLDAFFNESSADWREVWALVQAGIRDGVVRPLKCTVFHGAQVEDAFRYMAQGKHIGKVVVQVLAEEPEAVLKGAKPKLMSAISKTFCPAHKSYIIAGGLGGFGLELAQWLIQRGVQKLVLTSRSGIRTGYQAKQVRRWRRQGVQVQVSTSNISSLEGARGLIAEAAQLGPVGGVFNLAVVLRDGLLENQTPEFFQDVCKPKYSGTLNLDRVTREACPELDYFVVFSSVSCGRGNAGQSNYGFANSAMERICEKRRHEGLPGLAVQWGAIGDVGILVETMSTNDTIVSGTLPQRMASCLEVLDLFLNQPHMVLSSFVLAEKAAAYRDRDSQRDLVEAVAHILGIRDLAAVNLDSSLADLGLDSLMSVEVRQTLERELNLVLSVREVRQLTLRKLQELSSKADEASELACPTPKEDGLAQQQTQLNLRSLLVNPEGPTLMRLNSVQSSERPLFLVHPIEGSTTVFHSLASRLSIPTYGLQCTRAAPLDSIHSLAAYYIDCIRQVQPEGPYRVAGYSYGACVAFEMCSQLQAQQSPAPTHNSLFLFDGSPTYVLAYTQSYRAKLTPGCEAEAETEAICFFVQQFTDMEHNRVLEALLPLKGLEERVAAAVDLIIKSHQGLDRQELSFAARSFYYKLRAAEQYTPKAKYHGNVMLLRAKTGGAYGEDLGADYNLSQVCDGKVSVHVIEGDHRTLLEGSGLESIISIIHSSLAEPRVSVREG
# Neddylation inh – blocks human cullin neddylation; P61081+Q13564; TR-FRET cullin neddylation, biochemical; calls only at 25 µM; actives 0.58% (n = 360,000); AID 651699; in the data active = inhibition above about 36%
# * hit, by the source's call; i = inactive; nt = not tested or not shown.
[1] COC(=O)c1ccc(NC(=O)Cn2nnc3ccccc32)cc1
[2] CC(=O)c1c(C)[nH]c(C(=O)OCC(=O)NCCC2=CCCCC2)c1C
[3] Cc1ccc(NC(=O)CN2C(=O)S/C(=C\c3ccc(-c4cccc(C(=O)O)c4C)o3)C2=O)cc1C
[4] Cc1cc(C(=O)NCC2CCCCC2)ccc1[N+](=O)[O-]
[5] FC(F)(F)c1ccc(CN2CCN(Cc3ccco3)CC2)cc1
[6] O=S(=O)(NCCOc1cccc2cccnc12)c1ccc(F)cc1
[7] Cn1ccnc1C(O)c1ccccc1 (stereo not drawn)
[8] COc1ccc(C2=NN(C(=O)c3ccncc3)C(c3ccccc3O)C2)cc1 (stereo not drawn)

compound no.	1	2	3	4	5	6	7	8
MLLE-PAM2 inh	1.9	-0.7	1.8	-9.8	-0.3	3.9	-19.4	-21.6
MsrA inh	-1.1	0.3	1.8	1.5	-0.7	2.9	0.8	3.5
bovine MsrA act	-0.3	-12.6	-2.4	-1.4	-0.7	-2.6	1.4	-3.1
eLon inh	3.9	-15.6	-4.0	-1.4	3.1	0.9	9.5	-26.5
CSN deneddyl inh	1.5	-0.1	24.8	1.8	2.9	2.1	-12.8	2.6
Rin1 Abl inh	-0.7	0.0	-0.1	-0.3	1.9	2.5	0.3	1.5
TbMetRS inhib	-1.2	0.0	-0.1	-0.3	-0.2	-0.2	-0.3	1.0
FAS-TE inh	-5.2	0.2	-0.1	28.5	-7.7	-4.1	-3.6	1.0
Neddylation inh	i	i	i	i	i	i	i	i

[9] NC(=O)Nc1ccc(C(=O)OCC(=O)NC2CCCCC2)cc1
[10] CC1CN(CCCCOc2ccc3ccccc3c2)CC(C)O1 (stereo not drawn)
[11] O=S1(=O)CC/C(=N/Nc2ccc(C(F)(F)F)cn2)c2cc(F)ccc21
[12] CCOC(=O)CSc1nnc(-c2cccnc2)n1C
[13] CCNC(=O)/C(C#N)=C/c1c(N2CCN(Cc3ccc4c(c3)OCO4)CC2)nc2c(C)cccn2c1=O
[14] COc1cc2c(cc1OC)CN(C(=O)C1(c3ccccc3)CC1)CC2
[15] CCOc1ccc(NC(=O)CSc2nc(N3CCOCC3)nc(N3CCOCC3)n2)cc1
[16] CCn1cc(C(=O)N[C@@H](CCSC)C(=O)NC(C)(C)CO)c(=O)c2cc3c(cc21)OCO3

compound no.	9	10	11	12	13	14	15	16
MLLE-PAM2 inh	-52.4	-1.0	13.6	2.6	11.5	0.3	-2.0	20.6
MsrA inh	1.0	0.4	1.1	1.2	1.0	1.0	0.0	0.8
bovine MsrA act	0.9	-1.1	-6.5	-2.7	-1.1	-2.6	-1.5	-0.4
eLon inh	-4.2	-3.1	4.0	-0.5	-7.5	-2.6	9.0	-0.8
CSN deneddyl inh	1.9	1.3	-1.4	5.5	1.5	-3.4	3.8	2.2
Rin1 Abl inh	-0.3	-2.0	-0.3	1.9	-4.0	-2.2	-4.2	1.5
TbMetRS inhib	-0.6	0.0	-1.1	-0.4	0.4	-0.7	0.0	0.3
FAS-TE inh	-2.7	-10.8	18.7	-4.8	-7.2	-4.3	-1.3	-2.7
Neddylation inh	i	i	i	i	i	i	i	i

[17] Cc1ccc(-c2n[nH]c(=S)n2/N=C/c2ccc(C)s2)cc1
[18] CCOC(=O)c1sc2nc(NC(=O)C(C)(C)C)sc2c1C
[19] CC(C)(CO)NC(=O)C(Cc1ccccc1)N1C(=O)c2ccccc2C1=O (stereo not drawn)
[20] COc1ccc(/C=N\NC(=O)c2cc(OCC(F)(F)F)ccc2OCC(F)(F)F)cc1
[21] CC/C(=N/Nc1cccc(C)c1)c1cnnc(SC)n1
[22] Cc1ccc(S(=O)(=O)N2CCOCC2)cc1C(=O)OCC(=O)NC1CC1
[23] CC(C)CC(=O)[C@@H](O)Cc1ccc(O)cc1
[24] CSc1nc(-c2ccccc2)nc(SC)c1C(C)=O

compound no.	17	18	19	20	21	22	23	24
MLLE-PAM2 inh	-51.4	1.2	-3.8	-2.8	48.5	-10.6	nt	1.6
MsrA inh	2.0	1.2	-1.6	1.6	1.5	-0.6	-0.3	-0.8
bovine MsrA act	-6.2	1.4	-2.0	0.0	-10.4	-7.0	-1.6	1.8
eLon inh	-7.0	10.8	-12.1	0.5	-33.6	5.6	-1.2	-6.6
CSN deneddyl inh	-6.7	6.3	-0.7	2.4	31.2	60.1*	-1.5	-1.1
Rin1 Abl inh	-1.2	-2.8	3.0	1.0	-0.4	4.5	nt	1.5
TbMetRS inhib	-1.3	-0.3	-0.4	-0.8	-1.3	-0.3	-0.8	-0.5
FAS-TE inh	0.5	31.1	-4.5	-1.3	-10.3	-8.2	-10.7	23.0
Neddylation inh	i	i	i	i	i	i	i	i

[25] N/C(=N\OC(=O)COc1ccc(Br)cc1Cl)c1cccnc1
[26] CCN(c1ccccc1)c1cc(C)nc2ncnn12
[27] CCCCn1nnnc1C(c1cc2ccccc2o1)N(CCN(C)C)Cc1ccccc1 (stereo not drawn)
[28] COc1ccc(CSc2nnnn2C)cc1F
[29] Cc1cc(N2CCCC2)nc2ccc(NC(=S)NCCCOC(C)C)cc12
[30] CN(CC1COc2ccccc2O1)C(=O)CSc1nncs1 (stereo not drawn)
[31] O=C(Nc1ccccc1Cl)NC1(C(=O)NCCCN2CCOCC2)CCCCC1
[32] CCOC(=O)C1CCN(S(=O)(=O)c2ccc(C(C)=O)cc2)CC1

compound no.	25	26	27	28	29	30	31	32
MLLE-PAM2 inh	-8.2	-7.8	nt	-3.9	-19.4	0.6	10.9	10.9
MsrA inh	-0.7	1.6	-1.3	2.4	1.6	-0.8	-0.2	-0.1
bovine MsrA act	-2.9	-3.0	-0.2	-3.7	-0.4	-3.4	-2.0	-9.1
eLon inh	8.4	-1.6	-4.7	1.6	-3.5	5.8	5.0	6.8
CSN deneddyl inh	-11.0	0.1	-2.7	2.8	7.2	-4.5	-4.9	0.2
Rin1 Abl inh	1.0	1.8	nt	-2.7	-5.5	-0.3	0.1	-1.9
TbMetRS inhib	2.1	-0.5	-0.4	-1.4	-0.3	-0.3	-0.4	-0.5
FAS-TE inh	7.8	-4.0	-5.9	-0.6	-4.2	-3.4	-6.9	-2.4
Neddylation inh	i	i	i	i	i	i	i	i

[33] O=c1cc(N2CCN(Cc3ccccc3)CC2)c(-c2ccccc2)n[nH]1
[34] Cc1ccc(NC(=O)CN(C)C(=O)c2ccc3[nH]c4c(c3c2)CC(C)CC4)cc1 (stereo not drawn)
[35] O=C(CCc1nc2ccccc2c(=O)[nH]1)OCc1cccc(C(F)(F)F)c1
[36] O=C(O)C1CCN(C(=O)c2ccccc2N2C(=O)[C@@H]3Cc4c([nH]c5ccccc45)C(c4cccc(Cl)c4)N3C2=O)CC1 (stereo partly drawn)
[37] CCCNC(=O)Nc1ccc2c(c1)N(C)C(=O)c1ccccc1S2
[38] O=C(C1=COCCO1)N1CCN(c2nc3ccc([N+](=O)[O-])cc3s2)CC1
[39] Cc1cccc(C)c1NC(=O)CSc1nnc(Cc2ccccc2)o1
[40] Clc1ncccc1-c1nc2ccccc2s1

compound no.	33	34	35	36	37	38	39	40
MLLE-PAM2 inh	1.6	-8.2	7.1	-2.6	4.4	10.7	24.0	4.3
MsrA inh	-0.9	0.4	0.6	1.5	0.5	-0.4	-1.8	0.3
bovine MsrA act	-3.4	-0.8	-3.2	-1.2	-6.5	-2.9	-10.1	-2.8
eLon inh	0.1	-1.5	-11.0	4.1	-14.3	-9.5	-3.1	-2.9
CSN deneddyl inh	-1.1	2.5	-3.2	0.4	0.1	-6.3	-3.3	4.1
Rin1 Abl inh	-1.5	0.8	-1.1	-3.3	-2.8	2.2	1.8	-2.9
TbMetRS inhib	-0.3	-0.1	0.5	2.8	-0.8	0.0	-0.4	-0.1
FAS-TE inh	-4.9	19.4	-2.3	0.0	3.0	3.4	-7.9	0.1
Neddylation inh	i	i	i	i	i	i	i	i

[41] CC(=O)c1ccc(N(C(=O)CNC(=O)c2ccco2)C(C(=O)NCC2CCCO2)c2ccccc2)cc1 (stereo not drawn)
[42] Cn1c(SCc2c(Cl)cccc2Cl)nnc1-c1cccs1
[43] O=C(CC(=O)NC1CCCCC1)N/N=C/c1ccccc1[N+](=O)[O-]
[44] CC1=CC(=O)C2=C(C)CC[C@@H]3[C@H](OC(=O)[C@H]3C)[C@@H]12
[45] Cc1ccccc1-c1nnc(-c2ccc(Cl)cc2)o1
[46] O=c1ncn(-c2cccc([N+](=O)[O-])c2)c2ccccc12
[47] Cc1nn(C)c(C(=O)N/N=C/c2ccccc2)c1[N+](=O)[O-]
[48] O=C(c1cccnc1)N1CCN(Cc2cccc(Br)c2)CC1

compound no.	41	42	43	44	45	46	47	48
MLLE-PAM2 inh	1.3	0.8	-5.1	5.4	0.1	8.1	-3.0	9.3
MsrA inh	-1.3	1.5	1.3	-0.5	-1.3	1.5	1.2	0.0
bovine MsrA act	-1.5	1.2	-1.7	-2.5	-9.7	-3.1	-1.4	-16.3
eLon inh	6.0	-0.1	1.9	5.0	-5.3	-1.5	-16.9	-3.8
CSN deneddyl inh	4.8	5.4	-2.1	-5.2	4.4	-0.2	-1.3	-2.1
Rin1 Abl inh	-0.1	1.9	0.5	0.7	4.6	0.3	4.8	3.8
TbMetRS inhib	0.2	0.2	-0.2	-0.2	-1.6	-0.3	-0.1	-1.1
FAS-TE inh	-3.6	1.9	-0.6	-9.1	16.1	-3.5	-3.1	-7.1
Neddylation inh	i	i	i	i	i	i	i	i

# Compound activity from PubChem.
